# mIDH1 inhibitor: qHTS for Inhibitors of mutant isocitrate dehydrogenase 1 (IDH1): qHTS; hit rate 0.093% among 390,000; AID 602179, 2012; Isocitrate dehydrogenase [NADP] cytoplasmic (Homo sapiens), O75874; Potency, µM (highest dose often 76.6 µM), for the others: at the top dose activity change, negative = inhibition, most hits filed as inhibitors; IDH1-R132H enzyme, NADPH consumption, diaphorase/resazurin fluorescence; also: potency is read from the fitted curve at half-maximal effect; % is scaled to controls: 0 for no effect and ±100 for the full control effect; nearly all actives have a fitted effect of over 65% in size
#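 IDH1-R132H (0.5 ug/mL dispensed) in pH 7.5 Tris buffer was preincubated 30 min with compound, then given a substrate mix of 0.016 mM NADPH and 2 mM alpha-KG for 80 min at room temperature; remaining NADPH was read by diaphorase/resazurin fluorescence.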
# PI4K2A inh: qHTS for small molecular inhibitors of PI4K2A; Phosphatidylinositol 4-kinase type 2-alpha (Homo sapiens), Q9BTU6; hit rate 0.13% among 420,000; activity change, negative = inhibition, % at 76.9 µM; purified PI4K2A, ADP-Glo luminescence, 1 h; hits give low values; in the data active = activity change below about -50%; inconclusive = mostly about -30% to -49%;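 also: -100% = wells without enzyme as full effect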
#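 Compounds are screened against recombinant PI4K2A using PI as substrate and ATP, the latter dispensed at 300 microM. Reactions run one hour at ambient temperature before ADP-Glo detection; full inhibition defined by wells lacking enzyme.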
# Vif-APOBEC3G blk: qHTS for Inhibitors of Vif-A3G Interactions: qHTS. DNA dC->dU-editing enzyme APOBEC-3G (Homo sapiens), Q9HC16. HeLa A3G-eYFP + Vif (tagged APOBEC3G with the HIV-1 protein that degrades it), YFP fluorescence, overnight. Potency, µM (titrated, usually from 46.1 µM), without a hit: at the highest dose activity, negative = active, usual class: inhibitors. hit rate 0.076% among 410,000. AID 602310, 2012;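 also: potency is read from the fitted curve at half-maximal effect; % is scaled to controls: 0 for no effect and ±100 for the full control effect; nearly all actives have a fitted effect of over 60% in size; hits raise eYFP signal because A3G escapes Vif-driven loss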
# Target sequence (Q9HC16 whole entry, looked up): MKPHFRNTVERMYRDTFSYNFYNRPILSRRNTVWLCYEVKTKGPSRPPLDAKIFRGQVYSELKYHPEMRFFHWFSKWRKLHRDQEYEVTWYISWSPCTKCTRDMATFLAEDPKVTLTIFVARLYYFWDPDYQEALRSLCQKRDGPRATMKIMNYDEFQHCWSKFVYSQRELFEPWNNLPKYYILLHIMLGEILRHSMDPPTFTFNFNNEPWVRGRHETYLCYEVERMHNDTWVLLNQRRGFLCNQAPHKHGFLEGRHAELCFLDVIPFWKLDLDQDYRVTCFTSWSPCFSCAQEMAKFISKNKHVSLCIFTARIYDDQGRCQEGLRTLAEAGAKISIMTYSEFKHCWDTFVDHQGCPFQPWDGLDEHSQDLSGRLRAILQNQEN
#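 Read-out is eYFP fluorescence (Ex 488/Em 500-530) from Vif-expressing HeLa A3G-eYFP cells; more signal means A3G escaped Vif-mediated degradation. Cells plated overnight, compound pinned in, incubated overnight at 37 deg C.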
# LDHA inh: qHTS assay for inhibitors of human lactate dehydrogenase. activity change, % (values are at about 110 or 230 µM). purified LDHA, NADH/diaphorase-resazurin fluorescence; hits give low values. L-lactate dehydrogenase A chain (Homo sapiens), P00338. hit rate 0.15% among 480,000. AID 1347041, 2019; in the data active = activity change below about -30%; inconclusive = mostly about -25% to -30%;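 also: plate controls were DMSO wells for no effect and wells without enzyme for full effect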
#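 Human LDH5 at 2 nM final in Tris HCl pH 7.4 with 0.06 mM NADH and 0.2 mM pyruvate, reacted 5 minutes at room temperature. Remaining NADH coupled via diaphorase/resazurin; resorufin fluorescence read at 0 and 20 minutes, normalized to enzyme-free and DMSO wells.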
# GRP78 ERSR act: qHTS for Inducers of the Endoplasmic Reticulum Stress Response (ERSR) in Human Glioma: qHTS; U87-MG GRP78 promoter luciferase reporter, 16 h; Potency, µM, for inactives: at the highest dose activation, most hits filed as activators; hit rate 0.02% among 420,000; AID 602332, 2012; also: potency is read from the fitted curve at half-maximal effect; series mostly up to about 76 µM; % of control where 0% means no effect; nearly all actives have a fitted effect of over 35% in size
#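 Stably transfected U87-MG glioma cells carrying a GRP78-based luciferase sensor; 16 h compound incubation. Luminescence end-point read 10 min after Bright-Glo addition at room temperature.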
# Vif-A3F inh: qHTS for Inhibitors of Vif-A3F Interactions: qHTS; Potency, µM (titrated, usually from 46.1 µM), without a hit: at the top dose activity, negative = active; HeLa A3F-eYFP + Vif (tagged APOBEC3F with the HIV-1 protein that degrades it), YFP fluorescence increase; hit rate 0.2% among 390,000; also: potency is read from the fitted curve at half-maximal effect; % of control where 0% means no effect; nearly all actives have a fitted effect of over 65% in size
#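 HeLa cells stably expressing A3F-eYFP plus Vif, plated and incubated overnight at 37 deg C, then exposed to compounds overnight at 37 deg C. Blocked degradation read as raised yellow fluorescence (Ex 488/Em 500-530).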
# TrxR1 substrate: qHTS Assay for Substrates of Mammalian Selenoprotein Thioredoxin Reductase 1 (TrxR1): qHTS. purified TrxR1 substrate turnover, NADPH consumption readout. Potency, µM (titrated, usually from 114 µM), inactives show top-dose activity change, negative = substrate turnover. hit rate 0.01% among 390,000. AID 588456, 2011; also: potency is read from the fitted curve at half-maximal effect; % is scaled to controls: 0 for no effect and ±100 for the full control effect; nearly all actives have a fitted effect of over 50% in size
#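 Rat TrxR1, dispensed at 90 nM, was prereduced with 400 uM NADPH (final) for 5 min at ~22 deg C, then incubated with compound 15 min before 400 uM selenite. A first-read NADPH fluorescence drop versus no-compound background flagged substrates.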
# RXFP1 ag: qHTS Assay for Agonists of the Relaxin Receptor RXFP1 | Potency, µM (doses to about 57.5 µM), without a hit: at the highest dose activation, usual class: activators | Relaxin receptor 1 (Homo sapiens), Q9HBX9 | hit rate 0.3% among 370,000 | HEK293T-RXFP1 cAMP TR-FRET, 30 min; response scale: percent of porcine relaxin response, buffer zero; also: potency is read from the fitted curve at half-maximal effect; % is scaled to controls: 0 for no effect and ±100 for the full control effect; nearly all actives have a fitted effect of over 60% in size; many of its hits are not listed in these tables
# Target sequence (Q9HBX9 whole entry, looked up): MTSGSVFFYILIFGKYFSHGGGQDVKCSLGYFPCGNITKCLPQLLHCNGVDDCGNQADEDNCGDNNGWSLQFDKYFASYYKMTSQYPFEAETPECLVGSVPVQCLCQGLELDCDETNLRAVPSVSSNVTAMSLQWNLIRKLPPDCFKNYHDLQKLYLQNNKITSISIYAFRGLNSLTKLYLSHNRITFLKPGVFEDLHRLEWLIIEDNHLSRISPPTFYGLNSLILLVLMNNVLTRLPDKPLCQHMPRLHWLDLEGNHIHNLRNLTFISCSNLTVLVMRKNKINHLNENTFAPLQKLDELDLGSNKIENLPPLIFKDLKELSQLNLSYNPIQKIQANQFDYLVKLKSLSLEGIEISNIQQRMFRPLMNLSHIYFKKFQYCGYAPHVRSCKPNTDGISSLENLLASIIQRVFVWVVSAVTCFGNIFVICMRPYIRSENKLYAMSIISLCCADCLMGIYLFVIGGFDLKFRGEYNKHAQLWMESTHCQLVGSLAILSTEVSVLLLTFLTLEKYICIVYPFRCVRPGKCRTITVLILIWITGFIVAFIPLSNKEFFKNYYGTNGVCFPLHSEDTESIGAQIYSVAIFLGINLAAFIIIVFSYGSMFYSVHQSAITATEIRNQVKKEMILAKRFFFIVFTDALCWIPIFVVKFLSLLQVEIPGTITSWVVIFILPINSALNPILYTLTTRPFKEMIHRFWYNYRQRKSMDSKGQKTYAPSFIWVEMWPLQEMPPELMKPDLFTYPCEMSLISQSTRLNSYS
#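 Agonist response is measured as cAMP accumulation in an RXFP1-transfected HEK293T line under PDE4 inhibition. Values are scaled between buffer-only and 29 nM porcine relaxin, and EC50s come from standard Hill equation fits.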
# USP1 inh: Inhibitors of USP1/UAF1: Primary Screen. Ubiquitin carboxyl-terminal hydrolase 1 (Homo sapiens), O94782. recombinant USP1/UAF1, Ub-Rhodamine cleavage fluorescence. Potency, µM (highest dose often 57.1 µM), inactives show top-dose activity change, negative = inhibition, most hits filed as inhibitors. hit rate 0.23% among 390,000. AID 743255, 2014; also: potency is read from the fitted curve at half-maximal effect; % is scaled to controls: 0 for no effect and ±100 for the full control effect; nearly all actives have a fitted effect of over 60% in size; inactives centre near -12
#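 In this screen, compounds sit with the deubiquitinase complex (1nM) for 15 min at room temperature before Ub-Rho is added at 150nM final. Fluorescence rise is then followed for 6 reads every 60 seconds.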
# * hit, by the source's call; ? = inconclusive; nt = not tested or not shown; & = joins results of further samples; [ ] = remark or other dose. Unless noted, calls follow the shape of the dose curve; as a rule, active = well fitted curve in the direction sought with a large enough effect; inconclusive = small, poorly fitted or top-dose-only effect, or another doubt; inactive = no such curve, though single readings can be large; an effect the other way counts as inactive or inconclusive.
# Second line of a record: mIDH1 inhibitor	PI4K2A inh	Vif-APOBEC3G blk	LDHA inh	GRP78 ERSR act	Vif-A3F inh	TrxR1 substrate	RXFP1 ag	USP1 inh
- CCN(CC)C(=O)c1ccc(CS(=O)(=O)c2ccc(Br)cc2)cc1
  -0.5%	3.4	-4.4%	-6.4	-0.4%	-0.6%	6.5%[57.1 µM]	-0.3%	-18.1%
- CCC(C)N(C(=O)Cn1nnc2ccccc21)C(C(=O)NCc1ccco1)c1cccc(OC)c1 (configuration not stated)
  -2.2%	-2.3	0.1%	-3.9	-1.4%	-2.0%	3.4%[57.1 µM]	0.1%	1.6%
- C/C(CC(=O)Nc1ccc(N(C)C)cc1)=N\NC(=O)c1ccccc1Cl
  13.7%	-4.8	0.0%	0.9	1.0%	-9.3%	nt	nt	-18.7%
- COc1cc(/C=N/NC(=O)C(N)=O)cc(OC)c1O
  18.6%	-1.3	-0.4%	-4.3	1.2%	?	0.7%[57.1 µM]	-5.5%	-8.8%
- Nc1nnc(SCC(=O)NCc2ccc3c(c2)OCO3)s1
  6.4%	0.0	0.7%	-3.4	-1.9%	7.2%	-2.4%[57.1 µM]	1.6%	-17.3%
- COC(=O)c1cccc(NC(=S)N2CCN(c3ccccc3F)CC2)c1
  5.0%	1.9	-4.2%	-10.0	-1.3%	-0.6%	7.6%[57.1 µM]	-0.4%	-17.0%
- Cc1ccc(N2C(=O)SC(N(CC(=O)O)c3cccc(C)c3)C2=O)cc1 (configuration not stated)
  1.6%	-2.3	-3.1%	1.1	2.3%	0.7%	0.9%	0.3%	-11.7%
- CCOC(=O)C1=C(COC(=O)c2ccc(Cl)nc2)NC(=O)NC1C (configuration not stated)
  -7.6%	1.8	-1.8%	-7.2	-2.4%	3.2%	2.8%[57.1 µM]	nt	-10.1%
- CCc1ccccc1NC(=O)CSc1nnc(-c2nonc2NC(C)=O)n1C
  4.4%	-2.5	0.0%	6.0	1.5%	-7.0%	4.2%	4.5%	-4.0%
- CC1=C(C(=O)OC2CCCC2)C(c2ccccc2Cl)CC(=O)N1 (configuration not stated)
  7.2%	-1.2	7.5%	-17.9	-1.3%	0.1%	1.2%	2.8%	-32.4%
- CCN(CC)C(=O)C1CCCN(c2ccc([N+](=O)[O-])cc2/C=N/NC(=O)c2ccccc2)C1 (configuration not stated)
  -6.0%	6.7	-3.3%	-3.8	-2.8%	-5.4%	1.2%[57.1 µM]	0.0%	-20.0%
- CCCCc1nn2c(=O)cc(COC(=O)COc3ccc(C)cc3)nc2s1
  7.6%	6.6	5.4%	0.4	-3.8%	8.7%	-2.7%[57.1 µM]	-0.7%	-19.9%
- CC(=O)c1ccc(OC2(C)CCN(Cc3ccccc3OC(F)F)C2)cc1 (configuration not stated)
  nt	5.7	0.8%	-9.3	-3.2%	nt	nt	nt	nt
- CC(C)c1ccc(S(=O)(=O)NCCCN2CCOCC2)cc1
  -4.2%	-2.6	-0.7%	-5.0	-2.1%	0.4%	nt	nt	-3.3%
- COc1cc(Cl)ccc1OCc1cc(C(=O)N2CCN(C)C(=O)[C@@H]2C)no1
  -1.2%	-0.8	-1.3%	0.5	2.7%	-5.6%	nt	nt	-8.8%
- O=S(=O)(NCCC1=CCCCC1)c1cccc2nsnc12
  3.9%	-0.1	-1.1%	-5.5	-8.2%	-3.9%	3.4%	-1.6%	-10.3%
- Cc1nn2c(COc3ccc(NC(=O)c4ccccc4)cc3)nnc2c2ccccc12
  0.6%	6.2	-0.4%	-9.1	-8.5%	-7.9%	6.0%	2.0%	-8.7%
- COc1cc(/C=N/NC(=O)CCC(=O)NC2CCCCC2)ccc1C
  2.1%	2.0	-0.5%	-11.6	-1.9%	-15.1%	-3.0%	3.6%	-23.0%
- CCOC(=O)NC(Nc1nnc(SCC)s1)(C(F)(F)F)C(F)(F)F
  4.1%	2.1	-0.5%	-1.1	-3.2%	-0.7%	1.4%[57.1 µM]	0.0%	-9.2%
- CN(CC(=O)NC(=O)Nc1ccccc1F)Cc1ccccc1
  3.0%	-1.4	0.9%	-10.2	0.8%	-6.8%	-7.6%	-0.5%	-2.5%
- COc1cccc(-n2c(Cc3cc(=O)[nH]c(=O)[nH]3)nnc2SCC(=O)N2CCCC2)c1
  4.1%	-2.7	2.1%	-13.0	-2.6%	0.9%	-5.4%	1.3%	-2.8%
- O=C(CSc1nnc(CNC(=O)c2cccs2)o1)NCCc1ccccc1
  -0.9%	1.3	0.5%	-1.1	-5.5%	5.0%	2.1%	0.0%	-5.2%
- CCOc1ccc(N(CC(=O)NCc2ccccc2C)S(C)(=O)=O)cc1
  3.4%	2.8	2.3%	-4.4	4.3%	1.0%	7.6%	-0.4%	-10.9%
- CCOC1=C2CN(S(=O)(=O)c3ccc(C)cc3)[C@H](c3cccc(Cl)c3)C[C@H]2[C@H]2C(=O)N(c3ccccc3)C(=O)[C@H]2C1
  nt	-3.4	-3.6%	-11.0	-4.2%	nt	nt	nt	nt
- CC1CCN(CCCCOc2ccc(F)cc2)CC1
  3.5%	6.7	-2.3%	-12.4	-3.3%	-15.5%	7.6%[57.1 µM]	1.9%	-13.6%
- CC(=O)NCCNC(=O)c1ccc(NC2=NC3CS(=O)(=O)CC3S2)cc1 (configuration not stated)
  7.9%	-4.4	-0.6%	-7.6	-4.4%	-2.2%	4.5%	3.7%	-17.1%
- COc1ccccc1N1CCN(C(=O)/C=C/c2ccccc2)CC1
  2.4%	5.3	0.0%	-0.9	0.0%	4.3%	-2.4%	0.1%	-12.5%
- O=c1[nH]nc(CNc2ccc(C(F)(F)F)cc2)c2ccccc12
  5.8%	1.4	-8.0%	-7.3	1.4%	-4.3%	-8.3%	-2.3%	1.0%
- N#C/C(=C\c1ccc(-c2ccc(Cl)c(C(=O)O)c2)o1)c1nc2ccccc2[nH]1
  4.7%	-7.9	?	8.1	-2.0%	?	-28.3%	-2.2%	31.6µM*
- O=C(CSc1nnc(Cc2ccccc2)o1)N1CCc2ccccc21
  9.5%	-5.8	0.3%	-1.0	-6.5%	-8.1%	5.9%	1.5%	-12.8%
- COCCN(Cc1ccco1)C(=O)C1CCCN(c2ncnc3c2nc2n3CCCCC2)C1 (configuration not stated)
  0.0%	-10.6	-1.1%	1.5	-4.4%	-8.6%	3.5%	2.3%	-23.3%
- CCC(=O)Nc1cc(C(C)C)c(O)cc1C
  3.2%	-3.2	3.5%	0.4	-2.0%	0.8%	-1.5%	2.0%	-9.5%
- CCC1CN(C(=O)NCc2ccc(C)cc2)c2cc(C)ccc2O1 (configuration not stated)
  7.4%&0.0%	1.2&-0.7	-11.4%&-5.6%	-0.5&0.3	-1.0%&-3.2%	-9.0%&0.5%	-5.3%&17.1%	-2.4%&2.7%	-22.4%&-2.1%
- Cc1cc(Cl)ccc1NC(=S)Nc1cccnc1
  0.3%	-2.4	1.3%	-3.7	0.1%	-2.4%	-9.8%	3.7%	-3.8%
- Brc1cccc(OCCn2ccnc2)c1
  3.6%	4.8	0.7%	-20.7	-1.4%	2.9%	1.2%	-0.3%	-14.4%
- C/C(=N\NC(=O)CCc1ccc(S(=O)(=O)N2CCOCC2)cc1)c1ccccc1Cl
  6.0%	0.9	-2.6%	-2.2	2.9%	-0.1%	13.6%[57.1 µM]	-3.0%	-2.6%
- c1ccc(N2CCN(c3ncnc4c3oc3ccccc34)CC2)cc1
  6.5%	-1.0	-0.5%	1.5	-4.3%	5.5%	17.5%	0.2%	-17.9%
- Cc1ccc2nc(NC(=O)CC3Oc4ccccc4NC3=O)sc2c1 (configuration not stated)
  -6.6%	-1.1	-8.9%	-9.1	-2.7%	0.3%	-2.7%	0.0%	-15.5%
- CCS(=O)(=O)N1CCN(c2ccc([N+](=O)[O-])c(NC(C)c3ccccc3)c2)CC1 (configuration not stated)
  13.9%	4.1	-6.3%	-0.4	-0.9%	-6.2%	-10.6%[57.1 µM]	1.3%	-19.6%

# Sorted by the number under Vif-APOBEC3G blk (lowest first): three from the list above
Structure	mIDH1 inhibitor	PI4K2A inh	Vif-APOBEC3G blk	GRP78 ERSR act	Vif-A3F inh	TrxR1 substrate	RXFP1 ag	USP1 inh
CC(=O)NCCNC(=O)c1ccc(NC2=NC3CS(=O)(=O)CC3S2)cc1 (configuration not stated)	7.9%	-4.4	-0.6%	-4.4%	-2.2%	4.5%	3.7%	-17.1%
O=C(CSc1nnc(Cc2ccccc2)o1)N1CCc2ccccc21	9.5%	-5.8	0.3%	-6.5%	-8.1%	5.9%	1.5%	-12.8%
CCOc1ccc(N(CC(=O)NCc2ccccc2C)S(C)(=O)=O)cc1	3.4%	2.8	2.3%	4.3%	1.0%	7.6%	-0.4%	-10.9%

# Screening data deposited in PubChem BioAssay by National Center for Advancing Translational Sciences (NCATS).

# Some of the compounds tested. The share of hits here may be higher or lower than overall.
